Compound activity: PubChem BioAssay, several laboratories
KCNK3 inh: human KCNK3 channel inhibition, primary screen; O14649; CHO-KCNK3 thallium flux, FluxOR fluorescence; active compounds read low; B-score at 10 µM; 340,000 tested, 0.84% active; AID 602410;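 active = B-score under library mean minus 4 SD, starting fluorescence ratio at most library mean plus 5 SD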;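 also: more negative B-score means stronger inhibition of thallium flux through KCNK3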
Target sequence (O14649 whole entry, looked up): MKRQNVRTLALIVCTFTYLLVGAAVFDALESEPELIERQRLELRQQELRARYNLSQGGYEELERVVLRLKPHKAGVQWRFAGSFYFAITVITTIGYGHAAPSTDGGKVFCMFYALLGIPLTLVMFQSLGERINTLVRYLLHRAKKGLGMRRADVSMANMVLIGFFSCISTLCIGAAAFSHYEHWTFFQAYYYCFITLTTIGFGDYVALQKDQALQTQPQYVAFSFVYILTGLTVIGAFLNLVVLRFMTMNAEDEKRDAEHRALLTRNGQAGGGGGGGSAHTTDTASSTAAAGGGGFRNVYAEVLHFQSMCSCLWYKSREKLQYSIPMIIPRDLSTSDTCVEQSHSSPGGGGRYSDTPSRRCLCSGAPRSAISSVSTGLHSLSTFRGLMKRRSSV
KCNQ1 act: potentiators or activators of human KCNQ1 potassium channel. CHO-K1 KCNQ1, thallium flux FluxOR fluorescence; active compounds read high. 310,000 tested, 0.35% active. AID 2648. B-score at 10 µM;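 active = fluorescence ratio B-score, a plate-corrected score, at least three library SD, with initial intensity B-score within 5 SD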
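Doses: Single concentration per compound, DMSO matched to controls | Test system: KCNQ1-transfected CHO-K1 cells | Timing: 90 min dye loading and 20 min compound exposure, both at room temperature | Measured by: Kinetic FluxOR thallium fluorescence, 10-s 1-Hz baseline, 110-s post-stimulus read | Medium: Assay buffer with matched DMSO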
hERG rescue: shields human hERG channel from block by proarrhythmic agents; CHO-hERG, FluxOR thallium flux, dofetilide IC70 present; 310,000 tested, 0.51% active; activation (rescue from dofetilide block), less the hit threshold, % at 10 µM; AID 1511;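 active = activation above the mean of controls blocked by dofetilide plus 5 SD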;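 also: thallium influx through hERG after potassium depolarization seen as dye fluorescence rise; in these data hits start at about 4.7%; inactives centre near -7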
ANO1 activ: activators or potentiators of mouse TMEM16A chloride channel; Q8BHY3; HEK293 TMEM16A/YFP-H148Q/I152L, iodide quench fluorescence; active compounds read low; B-score at 10 µM; 340,000 tested, 0.3% active;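 active = fluorescence-ratio B-score plate-corrected deviation score at least 3 library SD below zero, with starting fluorescence score within 5 deviations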;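 also: channel opened by trigger with iodide after compound preincubation; score built on the fluorescence ratio of max minus min over baseline; more negative score means more quench and so TMEM16A activation or potentiation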
RGS4 block: human RGS4 inhibition | B-score at 10 µM | P49798 | HEK293 M3R/RGS4 inducible, Fluo-4 calcium flux; active compounds read high; triggered by carbachol at its EC20 | 310,000 tested, 0.45% active;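 active = B-score, a plate-corrected calcium signal, over three deviations above library mean, with baseline fluorescence within five deviations of library mean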;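 also: RGS4 expression induced by doxycycline in cells with stable M3 receptor; B-score is computed from the integrated fluorescence ratio over baseline after carbachol; higher B-score means a larger calcium signal and so more RGS4 inhibition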
Target sequence (P49798 whole entry, looked up): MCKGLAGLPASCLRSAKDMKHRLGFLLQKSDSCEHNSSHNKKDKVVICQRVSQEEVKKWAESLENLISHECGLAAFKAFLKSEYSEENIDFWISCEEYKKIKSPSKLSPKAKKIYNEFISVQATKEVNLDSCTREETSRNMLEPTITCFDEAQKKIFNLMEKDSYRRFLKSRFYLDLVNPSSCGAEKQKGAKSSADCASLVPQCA
HDAC3 inh: human HDAC3 inhibition | 320,000 tested, 0.15% active | inhibition, % at 8.3 µM | recombinant HDAC3, fluorogenic peptide/trypsin coupled, fluorescence | O15379 | AID 2718; in the data active = inhibition above about 26%, passing the limit was not always enough; inconclusive = no clear call, values can overlap the other calls
Target sequence (O15379 whole entry, looked up): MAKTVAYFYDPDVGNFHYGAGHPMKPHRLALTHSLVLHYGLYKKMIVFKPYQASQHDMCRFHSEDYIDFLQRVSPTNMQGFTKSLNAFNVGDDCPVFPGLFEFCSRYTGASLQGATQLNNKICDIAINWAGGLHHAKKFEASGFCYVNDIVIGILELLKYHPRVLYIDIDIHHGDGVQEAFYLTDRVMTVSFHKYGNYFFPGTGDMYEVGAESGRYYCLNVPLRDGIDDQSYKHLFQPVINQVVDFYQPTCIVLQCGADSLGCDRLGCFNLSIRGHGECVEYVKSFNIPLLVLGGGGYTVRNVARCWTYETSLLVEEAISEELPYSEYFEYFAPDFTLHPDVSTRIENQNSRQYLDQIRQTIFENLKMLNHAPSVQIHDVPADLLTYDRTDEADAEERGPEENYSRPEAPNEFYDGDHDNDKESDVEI
KCNK9 inh: blocks the human KCNK9 two-pore domain potassium channel. Q9NPC2. HEK293 KCNK9, FluxOR thallium flux fluorescence; active compounds read low. B-score at 10 µM. 310,000 tested, 1.2% active. AID 488922;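 active = ratio B-score over 3 SD below the library mean, with starting fluorescence within 5 SD of its mean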;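 also: negative B-score means less thallium flux so channel inhibition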
RGS4 pot: RGS4 potentiation or activation. HEK293 M3R/inducible RGS4, carbachol calcium flux Fluo4; active compounds read low. B-score at 10 µM. 310,000 tested, 0.92% active;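 active = B-score of the integrated calcium signal more than 4 SD below the library mean, with starting fluorescence not abnormally high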;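 also: negative B-score means reduced calcium response which marks RGS4 activation or potentiation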
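test system = HEK293 cells with stable M3R and inducible RGS4 | schedule = recording 10 s baseline at 1 Hz, 100 s post-agonist | technique = Fluo4-AM (2 µM) calcium-flux fluorescence, kinetic read | measure = Agonist-evoked peak-minus-minimum fluorescence over baseline, integrated ratio, B score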
SKKanGAS inh: inhibitors of SKKanGAS S. pyogenes growth in kanamycin (SK-promoter or general growth effect); BacTiter-Glo, 6 h; inhibition, % at 7.5 µM; 300,000 tested, 1.3% active; AID 1662;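 active = mean replicate score, as percent of positive control median, at least 50; inconclusive = mean below 50 but one replicate at or above 50; inactive = mean and every replicate below 50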;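 also: strain carries kanamycin resistance gene driven by streptokinase promoter and grows in 40 µg/ml kanamycin; loss of luminescence reflects streptokinase promoter inhibition or plain growth inhibition; 0% = median of DMSO wells and 100% = positive control at its reference dose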
ANO1 block: blocks the mouse calcium-activated chloride channel TMEM16A; Q8BHY3; HEK293 TMEM16A/YFP iodide influx fluorescence, ionomycin; normalized B-score (activity score, 25-100; higher = stronger inhibition) at 10 µM; 310,000 tested, 1.2% active; AID 588511;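 active = ratio plate-corrected score three or more library SD toward inhibition, starting fluorescence score within five deviations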;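 also: score derived from kinetic fluorescence span divided by baseline fluorescence per well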
KCNQ1 block: human KCNQ1 channel inhibition; P51787; CHO-K1 KCNQ1, FluxOR thallium flux fluorescence; active compounds read high; B-score at 10 µM; 310,000 tested, 1.3% active;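 active = compounds whose thallium flux B-score, printed positive for inhibition, exceeds three library SD while starting fluorescence stays within three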;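 also: channel opened by potassium depolarization with thallium stimulus after 20 min compound exposure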
An asterisk follows results filed as active; i = inactive; ? = inconclusive; / = no result given. Rows are unselected; overall some 6.3% were active at least once.

Sequence of screens: KCNK3 inh, KCNQ1 act, hERG rescue, ANO1 activ, RGS4 block, HDAC3 inh, KCNK9 inh, RGS4 pot, SKKanGAS inh, ANO1 block, KCNQ1 block
1	Cc1cc(C(=O)CSc2nnc(-c3ccc4c(c3)OCO4)o2)c(C)n1-c1ccc(F)cc1
    i, i, -14, i, i, 1, i, i, -4, i, i
2	Cc1ccc(C(C(=O)NC2CCCCC2)N2CCOCC2)cc1 (stereo not given)
    i, i, -8, /, i, 1, i, i, -4, i, i
3	NC(=O)c1c(NC(=O)c2cccs2)sc2c1CCCCCC2
    i, i, -7, i, i, 5, i, i, -1, i, i
4	CCC(CO)Nc1ncnc2c1cnn2-c1ccc(OC)cc1 (stereo not given)
    i, i, -5, i, i, -1, i, i, ?, i, i
5	COc1ccccc1Nc1nn2c(=O)c3ccc(C(=O)N4CCCC(C)C4)cc3nc2s1 (stereo not given)
    i, i, -11, i, i, 9, i, i, 25, i, i
6	COC(=O)CNC(=O)C1Cc2ccccc2CN1S(=O)(=O)c1ccc(F)cc1 (stereo not given)
    i, i, 1, i, i, 1, i, i, 4, i, i
7	O=C1CC(C(=O)NCCc2ccccc2)SC(=Nc2ccccc2)N1 (stereo not given)
    i, i, -8, i, i, /, i, i, -1, i, i
8	COc1ccc2oc(=N)c(C(=O)Nc3ccccc3Cl)cc2c1
    i, i, -18, i, i, -4, i, i, 3, i, i
9	O=[N+]([O-])c1c(NCCCO)cc(N2CCCCCC2)c2nonc12
    i, i, -4, i, i, 4, i, i, -1, i, i
10	CC(NC(=O)COC(=O)Cc1ccccc1[N+](=O)[O-])c1ccccc1 (stereo not given)
    i, i, -4, i, i, -3, i, i, -8, i, i
11	CCS(=O)(=O)N1CCC(NC(=O)C2CCCCC2)CC1
    i, i, -13, i, i, 2, i, i, -3, i, i
12	CCN1CCN(CC(=O)N/N=C/c2ccc(F)cc2F)CC1
    i, i, -8, i, i, -5, i, i, 0, i, i
13	Cc1ccc(-n2c(Cn3nc(C(F)F)cc3C(F)F)n[nH]c2=S)cc1
    i, i, -9, i, i, -7, i, i, -1, i, i
14	CC(C)(C)c1cnnn1-c1cccc([N+](=O)[O-])c1
    i, i, -6, i, i, 3, i, i, -1, i, i
15	COc1ccc(-n2c(C)cc(=O)[nH]c2=O)cc1
    i, i, -6, i, i, -7, i, i, 0, i, i
16	Cc1cc(-c2nnc(SCC(=O)Nc3cccc(C)c3C)n2N)n[nH]1
    i, i, -6, i, i, -2, i, i, 1, i, i
17	CN(CC(=O)Nc1ccc(C(N)=O)cc1)CC(=O)Nc1ccccc1Br
    i, i, -10, i, i, 0, i, i, -1, i, i
18	Cc1ccc(C(=O)N2CCN(S(=O)(=O)c3ccc(Br)cc3)CC2)o1
    i, i, -9, i, i, 4, i, i, 0, i, i
19	O=C(N=C1SC2CS(=O)(=O)CC2N1c1ccccc1)C1CC1 (stereo not given)
    i, i, -8, i, i, -3, i, i, -1, i, i
20	CCNc1nc2c(c(=O)n(C)c(=O)n2C)n1CCCc1ccccc1
    i, i, -8, i, i, -7, i, i, 6, i, i
21	CC(C)CC[n+]1ccn(-c2nc3ccccc3nc2[N-]S(=O)(=O)c2ccccc2)c1
    i, i, -7, i, i, -7, i, i, 2, i, i
22	Cc1cc(Cl)ccc1NC(=S)Nc1cccnc1
    i, i, -10, i, i, 4, i, i, -1, i, i
23	COC(=O)c1ccccc1NC(=O)c1ccc(NS(C)(=O)=O)cc1
    i, i, -3, i, i, 4, i, i, -9, i, i
24	COc1ccc(C2=Nn3c(nnc3-c3ccccc3)SC2)cc1OC
    i, i, -4, i, i, -11, i, i, 6, i, i
25	O=C(Cc1cccs1)Nc1nnc(Cc2ccccc2)s1
    i, i, -10, i, i, -4, i, i, -5, i, i
26	COc1ccc(C(=O)NC2CCCCC2)cc1OC1CCN(C(C)C)CC1
    i, i, -11, i, i, /, i, i, -1, i, i
27	O=C(O)CN1C(=O)CC(Cc2ccccc2)C1=O (stereo not given)
    i, i, -6, i, i, 3, i, i, /, i, i
28	CCCCN1CC[C@H]2C=CC[C@@H](C(=O)N3CCOCC3)[C@H]2C1=O
    i, i, 0, i, i, -3, i, i, 5, i, i
29	Cc1ccc2[nH]c(=O)c(NC(N)=S)nc2c1
    i, i, -6, i, i, 12, i, i, -5, i, i
30	Cc1cccc(C(=O)N2CCN(c3ccc([N+](=O)[O-])c(NCc4ccco4)c3)CC2)c1
    i, i, -3, i, i, 3, i, i, 14, i, i
31	CCOC(=O)N1CCC(N2C(=O)c3ccccc3C2Nc2cc(OC)c(OC)c(OC)c2)CC1 (stereo not given)
    i, i, -13, i, i, -7, i, i, -1, i, i
32	Cc1c(C=O)c2ccccn2c1C(=O)c1cccs1
    i, i, -38, i, i, -23, i, i, 2, i, i
33	Cc1nc(-c2ccc(Cl)cc2)sc1C1(C)CC(c2ccc(F)cc2)=NO1 (stereo not given)
    i, i, -11, i, i, 5, i, i, 11, i, i
34	COc1ccc2cc(C(=O)C3CCCN(C(=O)c4cccnc4)C3)ccc2c1 (stereo not given)
    i, i, -11, i, i, -10, i, i, 4, i, i
35	CN(Cc1cccc(F)c1)C(=O)c1ccc(NS(=O)(=O)c2ccc3[nH]c(=O)[nH]c3c2)cc1
    i, i, -8, i, i, 6, i, i, -4, i, i
36	CCCCN1CC2=C(C1=O)C(c1ccc(O)cc1)NC(=O)N2C (stereo not given)
    i, i, -10, i, i, -11, i, i, 0, i, i
37	CCOC(=O)CSCC(=O)N1CCC(Cc2ccccc2)CC1
    i, i, -9, i, i, 0, i, i, 3, i, i
38	Cc1c(F)cccc1NS(=O)(=O)c1ccc2c(c1)c(C)cc(=O)n2C
    i, i, -8, i, i, 5, i, i, -1, i, i
39	O=C(CSc1nnc(-c2ccccc2)o1)OCc1ccccc1
    i, i, -5, i, i, 4, i, i, -6, i, i
40	O=[N+]([O-])c1ccccc1/C=N/n1c(-c2ccccc2)n[nH]c1=S
    i, i, -2, i, i, -3, i, i, 3, i, i
41	Cc1noc(NS(=O)(=O)c2ccc(N/C=C\C(=O)c3ccccc3)cc2)c1C
    i, i, -4, i, i, 3, i, i, 0, i, i
42	O=C(c1ccc(Br)cc1)N1CCC(C(=O)N2CCN(c3ccccc3)CC2)CC1
    i, i, -5, i, i, /, i, i, -1, i, i
43	Cc1c([N+](=O)[O-])c(C(=O)NC2CCCCC2)nn1C
    i, i, -4, i, i, -12, i, i, -2, i, i
44	OCCN(Cc1ccccc1)C(=S)Nc1ccc(F)cc1
    i, i, -7, i, i, -2, i, i, 1, i, i
45	O=C(NCc1ccccc1Cl)C1CCCN1C(=O)Nc1ccccc1 (stereo not given)
    i, i, -5, i, i, 5, i, i, -3, i, i
46	COC(=O)c1c(C)[nH]c(C(=O)N2CCN(c3ccc(OC)cc3)CC2)c1C
    /, i, -12, /, i, 3, i, i, -5, i, i
47	CCOC(=O)c1cc(-c2ccccc2)sc1NC(=O)CN1C(=O)c2ccccc2C1=O
    i, i, -5, i, i, 2, i, i, -4, i, i
48	Cc1cc(OC(C)C(=O)NCCCn2ccnc2)c2c(C)c(C)c(=O)oc2c1 (stereo not given)
    i, i, -6, i, i, -19, i, i, 2, i, i
49	Cc1cccc(NC(=S)Nc2ccc(Oc3ccccc3)cc2)n1
    i, i, -12, i, i, 1, i, i, 6, i, i
50	COc1ccc(-c2nc(C#N)c(N3CCC(C(N)=O)CC3)o2)cc1
    i, i, -11, i, i, -12, i, i, 0, i, i
51	Cc1cc(C)cc(OCc2nnc(SCC(=O)NC3CC3)n2C)c1
    i, i, -8, i, i, -1, i, i, 0, i, i
52	COc1ccc(-c2ncc3ccccn23)cc1
    i, i, -2, i, i, -2, i, i, 1, i, i
53	Cc1ccc(N2C(=O)NC(NS(=O)(=O)c3ccccc3)(C(F)(F)F)C2=O)cc1C (stereo not given)
    i, i, -7, i, i, -6, i, i, 0, i, i
54	O=C(COC(=O)c1cccs1)NCCCc1ccccc1
    i, i, -12, i, i, -1, i, i, 4, i, i
55	CN(C(=S)Nc1ccccc1F)C1(c2ccccc2Cl)CCCCC1=O (stereo not given)
    i, i, -5, i, i, 3, i, i, 1, i, i
56	CC(C)C[C@H]1CNC(=O)C(=O)N1C[C@H](C)NC(=O)Cc1ccccc1
    i, i, 2, i, i, -1, i, i, 1, i, i
57	Cc1ccc(S(=O)(=O)N2CCC(C(=O)N3CC(C)OC(C)C3)CC2)cc1 (stereo not given)
    i, i, -8, i, i, -5, i, i, 0, i, i
58	O=C(CCCNS(=O)(=O)c1cccc2nsnc12)N1CCCCC1
    i, i, -14, i, i, 8, i, i, -7, i, i
59	COc1ccc(NC(=O)CN(C)C(=O)c2ccccc2SCC(=O)N2CCCC2)cc1
    i, i, -8, i, i, 4, i, i, 1, i, i
60	O=C(O)c1ccc(CSc2nnc(-c3ccccc3Cl)n2-c2ccccc2)cc1
    i, i, -6, i, i, 0, i, i, 5, i, i

Next results follow:
Sequence of screens: KCNK3 inh, KCNQ1 act, hERG rescue, ANO1 activ, RGS4 block, HDAC3 inh, KCNK9 inh, RGS4 pot, SKKanGAS inh, ANO1 block, KCNQ1 block
61	Cc1ccc(C(=O)NNC2=NCCC2)cc1
    i, i, 2, i, i, 5, i, i, -3, i, i
62	CCN(C(=O)CSc1nnc(Cn2nnc3ccccc32)o1)c1nc(-c2ccccc2)cs1
    i, i, -12, i, i, 0, i, i, 17, i, i
63	Cc1cc(Cl)ccc1NC(=O)COC(=O)c1cc([N+](=O)[O-])ccc1N1CCOCC1
    i, i, -4, i, i, 2, i, i, -2, i, i
64	Cc1n[nH]c(=O)n1-c1ccc(C(C)(C)C)cc1
    i, i, -7, i, i, 10, i, i, -6, i, i
65	FC(F)(F)c1cnc2c(c1)[nH]c(=S)n2-c1ccc(Cl)cc1
    i, i, 5.5*, i, i, -2, i, i, 5, i, i
